High-throughput results from PubChem.
DDE Tn6 FP inh – inhibitors of Tn6 peptide binding to fibrin DD(E), primary screen, biochemical, fluorescence polarization, human fibrin, Tn6 probe; Fibrinogen beta chain (Homo sapiens), P02675; Fibrin DD(E) TRITC-Tn6 fluorescence polarization displacement; inhibition, % at 8.3 µM; 0.21% of 370,000 active;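 active = inhibition above a per-campaign cutoff: mean of compounds within control limits plus 3 SD, cut at about 15% in these data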;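 note: 0% = median of all compound wells on the plate and 100% = blocking peptide control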
Target sequence (P02675 whole entry, looked up): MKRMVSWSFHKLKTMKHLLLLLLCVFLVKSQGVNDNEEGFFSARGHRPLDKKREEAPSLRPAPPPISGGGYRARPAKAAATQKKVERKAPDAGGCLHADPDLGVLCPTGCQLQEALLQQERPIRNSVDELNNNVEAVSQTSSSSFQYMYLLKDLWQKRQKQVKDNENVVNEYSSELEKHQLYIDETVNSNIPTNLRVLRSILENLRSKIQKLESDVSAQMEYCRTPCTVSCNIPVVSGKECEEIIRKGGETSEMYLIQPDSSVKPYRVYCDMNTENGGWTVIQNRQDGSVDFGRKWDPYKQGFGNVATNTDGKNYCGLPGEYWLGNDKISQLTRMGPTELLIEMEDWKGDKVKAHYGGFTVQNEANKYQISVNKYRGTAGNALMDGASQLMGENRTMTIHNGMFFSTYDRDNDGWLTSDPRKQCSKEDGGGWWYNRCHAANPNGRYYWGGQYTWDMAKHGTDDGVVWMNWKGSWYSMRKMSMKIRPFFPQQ
ADAM10 inh – human ADAM10 inhibitors, primary screen, biochemical, QFRET, HTS | recombinant ADAM10, EDANS/DABCYL FRET peptide cleavage, 3 h | inhibition, % at 7 µM | 0.62% of 370,000 active;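 active = inhibition above a per-campaign cutoff equal to the mean of compounds falling between control-based bounds plus 3 SD, cut at about 20% in these data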;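 note: 0% = DMSO wells while the 100% control is not disclosed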
FXN GAA850 act – FXN promoter activators, primary screen, cell-based, luciferase luminescence, HEK293 lucGAA850 | HEK293 lucGAA850 FXN promoter luciferase reporter, 24 h; percent of 10 µM SAHA response | activation, % at 6 µM | 0.56% of 360,000 active | AID 540364, 2011;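 active = activation above the average of all compounds screened plus 3 SD, cutoff fixed separately per campaign, cut at about 7.5% in these data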;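 note: 0% = DMSO wells and 100% = 10 µM SAHA wells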
NPR2 activator – human GC-B receptor activators, primary screen, HEK293 GC-B cells, cGMP TR-FRET, EC30 CNP. 0.11% of 370,000 active. 0% at EC30 CNP, 100% saturating CNP. AID 1920062, 2024. activation, % at 10 µM;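 active = activation at 10 µM reaching about 35% in either raw or pattern-adjusted values, limit read from the data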
NPR1 activator – GC-A stimulated cGMP production enhancers – HEK293 GC-A cells, cGMP TR-FRET, EC30 ANP, primary screen. 0.14% of 370,000 active. AID 1671463, 2021. 0% at EC30 ANP, 100% saturating ANP. activation, % at 10 µM; in the data active = activation above about 40%
proKLK7 act – proKLK7 zymogen activators, primary screen, biochemical, fluorescence intensity | Kallikrein-7 (Homo sapiens), P49862 | activation, % at 7 µM | purified proKLK7, EDANS-DABCYL substrate fluorescence; 100% is mature enzyme control, 0% vehicle | 0.9% of 370,000 active;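 active = activation above the mean of all tested compounds plus 3 SD, computed per campaign excluding outliers beyond control limits, cut at about 13% in these data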
HGIII-sPLA2 inh – human group III sPLA2 inhibitors, primary screen, biochemical, QFRET, BODIPY PC-A2 liposome substrate | inhibition, % at 12.2 µM | 0.56% of 370,000 active | QFRET BODIPY PC-A2 liposome hydrolysis, fluorescence | AID 743126, 2013;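 active = inhibition above mean plus 3 SD of compounds lying within the high and low control bounds, cut at about 19% in these data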;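 note: 0% = median of test compound wells and 100% = no enzyme DMSO wells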
Target sequence (Q9NZ20 whole entry, looked up): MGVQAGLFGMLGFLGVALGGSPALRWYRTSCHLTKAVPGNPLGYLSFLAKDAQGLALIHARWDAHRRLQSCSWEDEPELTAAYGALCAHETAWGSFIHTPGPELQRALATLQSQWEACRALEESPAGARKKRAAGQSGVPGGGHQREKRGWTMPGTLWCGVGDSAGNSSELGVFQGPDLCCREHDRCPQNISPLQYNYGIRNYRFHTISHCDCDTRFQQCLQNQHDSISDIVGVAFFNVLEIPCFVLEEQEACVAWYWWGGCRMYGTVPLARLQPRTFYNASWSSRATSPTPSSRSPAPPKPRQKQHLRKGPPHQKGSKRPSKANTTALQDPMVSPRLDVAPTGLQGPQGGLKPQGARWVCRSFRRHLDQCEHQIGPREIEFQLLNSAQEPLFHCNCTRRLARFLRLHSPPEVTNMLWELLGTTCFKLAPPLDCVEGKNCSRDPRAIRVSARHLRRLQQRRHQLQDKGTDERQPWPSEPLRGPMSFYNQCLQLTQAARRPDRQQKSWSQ
ASAP1 GAP inh – inhibitors of human ASAP1 ArfGAP activity, primary screen, biochemical, fluorescence polarization. ASAP1-stimulated ARF1 GTP hydrolysis, GDP FP detection. inhibition, % at 16.5 µM. 0.19% of 360,000 active. AID 624377, 2012; in the data active = inhibition above about 25%;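 note: 0% = vehicle with enzyme and substrate and 100% = no enzyme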
ARFGAP1 inhibitor – inhibitors of rat ARFGAP1 GAP activity, primary screen, biochemical, fluorescence polarization, GDP tracer; ADP-ribosylation factor GTPase-activating protein 1 (Rattus norvegicus), Q62848; Arfgap1-stimulated ARF1 GTP hydrolysis, GDP FP detection; inhibition, % at 16.5 µM; 0.26% of 360,000 active; AID 651572, 2012;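 active = inhibition above a per-plate limit, mean inhibition of low control wells plus 3 SD, cut at about 25% in these data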;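 note: 0% = DMSO wells with enzyme and 100% = wells lacking Arfgap1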
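material = rat Arfgap1 catalytic domain, aa 1-136 | also added = human ARF1(Δ1-17)-GTP substrate | compound dosing = one concentration, 16.5 µM, DMSO 1.26% | times = GTP hydrolysis reaction 2 h at 25 °C | measured by = FP, GDP Alexa 633 tracer displaced from anti-GDP antibody, 620/688 nm | evaluation = percent inhibition of Arfgap1-stimulated GTP hydrolysis | replication = single well per compound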
rCAG binder – binders of r(CAG) RNA repeats, primary screen, biochemical, fluorescence | 1.3% of 370,000 active | inhibition, % at 3 µM | r(CAG) RNA repeat, TO-PRO-1 dye displacement fluorescence;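 active = inhibition above the plate cutoff, the mean of all test compounds on that plate plus 3 SD, cut at about 35% in these data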;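 note: 0% = DMSO alone and 100% = 100 µM mitoxantrone as full dye displacement; higher means more dye released from RNA so lower well fluorescence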
Numbers without * were called inactive.

CC1CC(C)CN(S(=O)(=O)c2ccc(C(=O)N3CC(C)OC(C)C3)cc2)C1 (stereo not drawn) was read as DDE Tn6 FP inh -7, ADAM10 inh -1, FXN GAA850 act 1.7, NPR2 activator 4, NPR1 activator 2, proKLK7 act -0.1, HGIII-sPLA2 inh 0, ASAP1 GAP inh -3, ARFGAP1 inhibitor 3 and rCAG binder -9.
Screening Cc1cccc(NC(=O)N2CCC(NC(=O)C3CCCCC3)CC2)c1 returned DDE Tn6 FP inh -4, ADAM10 inh 1, FXN GAA850 act 1.4, NPR2 activator 4, NPR1 activator 2, proKLK7 act 0.1, HGIII-sPLA2 inh 1, ASAP1 GAP inh 4, ARFGAP1 inhibitor 0 and rCAG binder 0.
For CCCOC(=O)c1ccc(O)c(OC)c1 the results were DDE Tn6 FP inh 4, ADAM10 inh -9, FXN GAA850 act -0.4, NPR2 activator 1, NPR1 activator -1, proKLK7 act -0.2, HGIII-sPLA2 inh 0, ASAP1 GAP inh -2, ARFGAP1 inhibitor -4 and rCAG binder -3.
For C#CCN(C[C@@H]1[C@@H](OC(=O)NCc2ccc(OC)c(OC)c2)[C@@H](OC(=O)NCc2ccc(OC)c(OC)c2)Cn2c(=O)ccc(=O)n21)S(=O)(=O)c1ccc(C)cc1 the results were DDE Tn6 FP inh 8, ADAM10 inh 17, FXN GAA850 act 0.7, NPR2 activator 7, NPR1 activator 6, proKLK7 act 0.6, HGIII-sPLA2 inh -12, ASAP1 GAP inh 4, ARFGAP1 inhibitor 3 and rCAG binder 15.
NS(=O)(=O)c1ccc(CCN2C(=O)CCC2=O)cc1 was read as DDE Tn6 FP inh 0, ADAM10 inh 2, FXN GAA850 act 1.8, NPR2 activator -2, NPR1 activator 2, proKLK7 act 0.8, HGIII-sPLA2 inh -1, ASAP1 GAP inh -5, ARFGAP1 inhibitor -1 and rCAG binder -3.
O=C(Nc1ccc(S(=O)(=O)Nc2nccs2)cc1)/C(=C/c1ccccc1Cl)NC(=O)c1ccccc1 was read as DDE Tn6 FP inh -2, ADAM10 inh 32*, FXN GAA850 act 2.5, NPR2 activator 0, NPR1 activator -23, proKLK7 act -0.2, HGIII-sPLA2 inh -21, ASAP1 GAP inh -3, ARFGAP1 inhibitor -4 and rCAG binder 78*.
Screening O=C(O)/C=C/C(=O)N1CCc2ccccc21 returned DDE Tn6 FP inh -1, ADAM10 inh -7, FXN GAA850 act 0.6, NPR2 activator -1, NPR1 activator 3, proKLK7 act -0.6, HGIII-sPLA2 inh 0, ASAP1 GAP inh 4, ARFGAP1 inhibitor 1 and rCAG binder 4.
For O=C(/C=C/c1ccccc1Cl)NCCCn1ccnc1 the results were DDE Tn6 FP inh 3, ADAM10 inh 4, FXN GAA850 act -1.0, NPR2 activator 0, NPR1 activator -5, proKLK7 act -0.1, HGIII-sPLA2 inh 2, ASAP1 GAP inh -8, ARFGAP1 inhibitor 3 and rCAG binder 8.
`COc1ccc(CNC(=O)c2cc(C(C)=O)c[nH]2)cc1` gave DDE Tn6 FP inh -8, ADAM10 inh -3, FXN GAA850 act 1.6, NPR2 activator 0, NPR1 activator 1, proKLK7 act -0.4, HGIII-sPLA2 inh -2, ASAP1 GAP inh 4, ARFGAP1 inhibitor 12 and rCAG binder -4.
`Cc1cc(N2CCN(C(=O)c3ccoc3)CC2)n2nc(-c3ccccc3)cc2n1` gave DDE Tn6 FP inh -6, ADAM10 inh -51, FXN GAA850 act -1.7, NPR2 activator -1, NPR1 activator -7, proKLK7 act -1.5, HGIII-sPLA2 inh 0, ASAP1 GAP inh -8, ARFGAP1 inhibitor -1 and rCAG binder 4.
Screening COc1ccc(OC)c(NC2c3ncccc3C(=O)N2Cc2ccco2)c1 (stereo not drawn) returned DDE Tn6 FP inh -4, ADAM10 inh -5, FXN GAA850 act 3.0, NPR2 activator -5, NPR1 activator -6, proKLK7 act 0.3, HGIII-sPLA2 inh -3, ASAP1 GAP inh 4, ARFGAP1 inhibitor 3 and rCAG binder 5.
Screening Cc1ccc(-c2nc(=O)[nH]c3ccccc23)cc1 returned DDE Tn6 FP inh 0, ADAM10 inh -238, FXN GAA850 act 2.9, NPR2 activator 2, NPR1 activator -2, proKLK7 act 14*, HGIII-sPLA2 inh -3, ASAP1 GAP inh 11, ARFGAP1 inhibitor 0 and rCAG binder 1.
For Cc1ccc(C(C)C)c2oc(=O)cc(-c3ccc(-c4ccc(C(F)(F)F)cc4)cc3)c12 the results were DDE Tn6 FP inh -4, ADAM10 inh -6, FXN GAA850 act -1.0, NPR2 activator -1, NPR1 activator -2, proKLK7 act -0.5, HGIII-sPLA2 inh 10, ASAP1 GAP inh 14, ARFGAP1 inhibitor 9 and rCAG binder 1.
`O=C(OCC(=O)N1CCC(Cc2ccccc2)CC1)c1ccccc1NCCO` gave DDE Tn6 FP inh -1, ADAM10 inh inactive, FXN GAA850 act 2.2, NPR2 activator -1, NPR1 activator 4, proKLK7 act -9.6, HGIII-sPLA2 inh -4, ASAP1 GAP inh 8, ARFGAP1 inhibitor 6 and rCAG binder -6.
O=C(NC12CCC(O)C(SC1)/C2=N/O)c1ccccc1 (stereo not drawn) was read as DDE Tn6 FP inh 0, ADAM10 inh -2, FXN GAA850 act 0.6, NPR2 activator 2, NPR1 activator 2, proKLK7 act 0.8, HGIII-sPLA2 inh -1, ASAP1 GAP inh 2, ARFGAP1 inhibitor -11 and rCAG binder 0.
Cc1cccc(C(=O)OCC(=O)N2CCCC2=O)c1O was read as DDE Tn6 FP inh 0, ADAM10 inh -17, FXN GAA850 act 1.4, NPR2 activator 1, NPR1 activator 1, proKLK7 act 1.9, HGIII-sPLA2 inh 13, ASAP1 GAP inh -10, ARFGAP1 inhibitor 5 and rCAG binder -3.
O=C(O)C1Cc2ccccc2CN1C(=O)CSc1nnc2ccccn12 (stereo not drawn) was read as DDE Tn6 FP inh -5, ADAM10 inh -4, FXN GAA850 act 0.4, NPR2 activator 6, NPR1 activator 1, proKLK7 act 0.0, HGIII-sPLA2 inh -9, ASAP1 GAP inh -1, ARFGAP1 inhibitor 1 and rCAG binder 7.
Screening Cc1nnc(SCc2nc3sc4c(c3c(=O)[nH]2)CCCC4)[nH]c1=O returned DDE Tn6 FP inh 1, ADAM10 inh -16, FXN GAA850 act -0.1, NPR2 activator 0, NPR1 activator -3, proKLK7 act -0.6, HGIII-sPLA2 inh -5, ASAP1 GAP inh -15, ARFGAP1 inhibitor 1 and rCAG binder 21.
Screening Cc1ccc(CCC(=O)Nc2ncc(Cc3cccc(Cl)c3Cl)s2)o1 returned DDE Tn6 FP inh 3, ADAM10 inh -10, FXN GAA850 act 1.0, NPR2 activator 1, NPR1 activator -1, proKLK7 act -0.3, HGIII-sPLA2 inh 3, ASAP1 GAP inh -12, ARFGAP1 inhibitor 3 and rCAG binder 1.
Screening CC1CN(C(=O)CCC(=O)N2CCN(c3ccccn3)CC2)c2ccccc2O1 (stereo not drawn) returned DDE Tn6 FP inh 6, ADAM10 inh -13, FXN GAA850 act -0.1, NPR2 activator 4, NPR1 activator -2, proKLK7 act 0.1, HGIII-sPLA2 inh 1, ASAP1 GAP inh 2, ARFGAP1 inhibitor -4 and rCAG binder -1.
`O=C1COc2ccc(S(=O)(=O)N3CCN(c4cccc(Cl)c4)CC3)cc2N1` gave DDE Tn6 FP inh 2, ADAM10 inh -11, FXN GAA850 act 0.4, NPR2 activator -5, NPR1 activator -14, proKLK7 act 0.5, HGIII-sPLA2 inh 0, ASAP1 GAP inh 16, ARFGAP1 inhibitor -12 and rCAG binder 2.
For N#Cc1c(Nc2ccc(Cl)cc2)s[nH]c1=O the results were DDE Tn6 FP inh -2, ADAM10 inh -8, FXN GAA850 act 1.8, NPR2 activator 0, NPR1 activator 3, proKLK7 act -0.4, HGIII-sPLA2 inh 1, ASAP1 GAP inh -3, ARFGAP1 inhibitor 4 and rCAG binder 9.
CCN(CC)C(=O)N1c2ccccc2Sc2ccccc21 was read as DDE Tn6 FP inh 1, ADAM10 inh 6, FXN GAA850 act -1.9, NPR2 activator -6, NPR1 activator -6, proKLK7 act 0.1, HGIII-sPLA2 inh 4, ASAP1 GAP inh 3, ARFGAP1 inhibitor -16 and rCAG binder -7.
`COc1ccc(Cc2nnc(Nc3ccc(Cl)cc3)[nH]c2=O)cc1` gave DDE Tn6 FP inh 6, ADAM10 inh -6, FXN GAA850 act 1.6, NPR2 activator -3, NPR1 activator -7, proKLK7 act 0.2, HGIII-sPLA2 inh -6, ASAP1 GAP inh -5, ARFGAP1 inhibitor 17 and rCAG binder 24.
Screening O=C(CSc1nc2ccccc2s1)N1c2ccccc2Sc2ccc(C(F)(F)F)cc21 returned DDE Tn6 FP inh -1, ADAM10 inh 7, FXN GAA850 act 0.7, NPR2 activator 8, NPR1 activator 2, proKLK7 act 0.2, HGIII-sPLA2 inh -13, ASAP1 GAP inh 3, ARFGAP1 inhibitor 5 and rCAG binder 6.
For CN(C)c1cc(=O)n2c(n1)SCCC2 the results were DDE Tn6 FP inh -4, ADAM10 inh 12, FXN GAA850 act -0.1, NPR2 activator 1, NPR1 activator -3, proKLK7 act 0.3, HGIII-sPLA2 inh 2, ASAP1 GAP inh 9, ARFGAP1 inhibitor -14 and rCAG binder 5.
For CC(=O)N1CCN=C1SCc1cccc(C)c1 the results were DDE Tn6 FP inh -8, ADAM10 inh -5, FXN GAA850 act 1.7, NPR2 activator 5, NPR1 activator 4, proKLK7 act 0.1, HGIII-sPLA2 inh -3, ASAP1 GAP inh -3, ARFGAP1 inhibitor 2 and rCAG binder -1.
N#Cc1ccsc1NC(=O)CSc1ncn[nH]1 was read as DDE Tn6 FP inh 0, ADAM10 inh 2, FXN GAA850 act 0.8, NPR2 activator -1, NPR1 activator -3, proKLK7 act 0.1, HGIII-sPLA2 inh -13, ASAP1 GAP inh -3, ARFGAP1 inhibitor 7 and rCAG binder 3.
Screening CC1C(=O)N2CCCc3cc(NC(=O)CC(C)(C)C)cc1c32 (stereo not drawn) returned DDE Tn6 FP inh 1, ADAM10 inh -10, FXN GAA850 act -0.6, NPR2 activator 1, NPR1 activator 1, proKLK7 act 0.4, HGIII-sPLA2 inh -1, ASAP1 GAP inh -10, ARFGAP1 inhibitor 5 and rCAG binder -5.
